Neddylation inh = inhibitors of cullin neddylation, primary screen, biochemical, TR-FRET, uHTS, NAE and Ubc12; calls only at 25 µM; NEDD8-conjugating enzyme Ubc12 (Homo sapiens) + NEDD8-activating enzyme E1 regulatory …; 360,000 tested, 0.58% active; AID 651699, 2012; in the data active = inhibition above about 36%
Tb MetRS inh = T. brucei MetRS inhibitors, primary screen, biochemical, luminescence. methionyl-tRNA synthetase (Trypanosoma brucei brucei). purified T. brucei MetRS, ATP depletion, Kinase-Glo luminescence. inhibition, % at 11.9 µM. 360,000 tested, 0.4% active. AID 624268, 2012;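 active = inhibition above a per-plate cutoff of the control wells' mean inhibition plus 3 SD, cut at about 5.5% in these data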;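 also: 0% = DMSO wells median and 100% = median of wells with control inhibitor compound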
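assay system = parasite MetRS enzyme | timing = 15 min preincubation, 2 h reaction, all 25 °C | evaluation = percent inhibition relative to median high and low control wells | medium = HEPES buffer containing pyrophosphatase, BSA, spermine, DTT | compound = single dose, 11.9 µM final nominal, 0.9% final DMSO | detection = Kinase-Glo luminescence, ATP depletion format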
CendR NRP1 mod = modulators of CendR peptide binding to NRP-1, primary screen, biochemical, fluorescence polarization, uHTS; AID 602438, 2012; inhibition, % at 25 µM; FAM-RPARPAR peptide binding to NRP-1; 360,000 tested, 0.85% active;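 active = inhibition or corrected inhibition above about 18%, plus a signal ratio from 0.5 to 1.5, limit read from the data, passing the limit was not always enough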; also: strong numbers were not always called active
Target sequence (O14786 whole entry, looked up): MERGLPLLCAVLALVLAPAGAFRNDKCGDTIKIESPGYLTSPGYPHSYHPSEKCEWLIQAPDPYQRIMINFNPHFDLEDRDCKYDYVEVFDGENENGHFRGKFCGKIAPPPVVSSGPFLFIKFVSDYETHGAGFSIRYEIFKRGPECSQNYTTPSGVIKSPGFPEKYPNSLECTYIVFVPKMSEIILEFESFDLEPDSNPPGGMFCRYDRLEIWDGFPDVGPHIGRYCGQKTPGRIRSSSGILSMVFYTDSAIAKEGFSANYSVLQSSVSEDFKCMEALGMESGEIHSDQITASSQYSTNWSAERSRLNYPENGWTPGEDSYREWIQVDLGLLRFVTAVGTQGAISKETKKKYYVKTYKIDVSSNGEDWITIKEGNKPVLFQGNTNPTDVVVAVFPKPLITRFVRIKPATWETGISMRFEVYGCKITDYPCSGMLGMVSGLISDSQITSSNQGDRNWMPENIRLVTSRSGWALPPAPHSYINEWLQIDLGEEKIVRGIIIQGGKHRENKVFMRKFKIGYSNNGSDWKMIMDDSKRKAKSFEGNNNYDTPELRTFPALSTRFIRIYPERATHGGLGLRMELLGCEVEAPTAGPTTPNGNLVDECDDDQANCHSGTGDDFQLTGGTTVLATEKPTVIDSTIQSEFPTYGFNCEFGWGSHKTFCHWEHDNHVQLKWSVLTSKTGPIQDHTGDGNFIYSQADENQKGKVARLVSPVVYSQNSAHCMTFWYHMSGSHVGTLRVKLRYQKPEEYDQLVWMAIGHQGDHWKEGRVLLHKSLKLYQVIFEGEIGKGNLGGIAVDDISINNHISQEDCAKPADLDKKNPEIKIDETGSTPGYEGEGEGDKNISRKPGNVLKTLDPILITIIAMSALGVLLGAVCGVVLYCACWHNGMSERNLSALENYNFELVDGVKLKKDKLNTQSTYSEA
SUMO1 PPI mod = modulators of SUMO1 protein-protein interactions, primary screen, biochemical, uHTS | Small ubiquitin-related modifier 1 (Homo sapiens), P63165 | SUMO1 binding to a labelled peptide, TR-FRET, 1 h | inhibition, % at 20 µM | 360,000 tested, 0.33% active; in the data active = inhibition above about 37%
NadD inh = inhibitors of S. aureus NadD, primary screen, biochemical, colorimetric, uHTS | purified NadD enzyme, colorimetric absorbance read-out | inhibition, % at 20 µM | 360,000 tested, 0.78% active | Nicotinate-nucleotide adenylyltransferase NadD (Staphylococcus aureus N315); in the data active = inhibition above about 26%; also: some compounds past the cut are filed as inactive
Scp1 inh = Scp-1 phosphatase inhibitors, primary screen, biochemical, colorimetric, uHTS; Recombinant Scp1, phosphopeptide, malachite green phosphate absorbance; AID 493091, 2011; Carboxy-terminal domain RNA polymerase II polypeptide A small phosphatase 1 (Homo …; 340,000 tested, 0.88% active; inhibition, % at 20 µM;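 active = inhibition above about 50% at 20 µM, limit read from the data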;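 also: plate controls were DMSO wells with enzyme for no effect and wells lacking enzyme for full effect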
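Test system: SCP-1 catalytic domain; Buffer or medium: Acidic Tris acetate buffer with magnesium and detergent; Also added: Phosphorylated 17-residue peptide substrate; Compound: single 20 µM dose, 1% DMSO; Schedule: enzyme reaction 45 min at room temperature, colour 5 min, stabilisation 30 min; Signal: Phosphate-binding colour reagent, absorbance read at 630 nm.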
DNMT1 inh = human DNMT1 methyltransferase inhibitors, primary screen, biochemical, molecular beacon, fluorescence, HinP1I cleavage, uHTS; inhibition (reported as % activation of signal), % at 10 µM; AID 588458, 2011; 360,000 tested, 0.83% active; DNA (cytosine-5)-methyltransferase 1 (Homo sapiens), P26358; in the data active = inhibition above about 50%
STEP inh = STEP phosphatase inhibitors, primary screen, biochemical, fluorescence intensity, uHTS | recombinant STEP, OMFP fluorogenic substrate | inhibition, % at 20 µM | 360,000 tested, 0.25% active | AID 588621, 2011;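 active = inhibition at 20 µM, scaled per plate between control wells, above about 37%, limit read from the data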;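 also: 0% = DMSO with enzyme and substrate and 100% = substrate only without enzyme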
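Material: STEP (striatal-enriched tyrosine phosphatase) enzyme, cell-free | Medium: 50 mM Bis-Tris pH 6.0 with 2.5 mM DTT and 0.005% Tween 20 | Read-out: Percent inhibition scaled to no-enzyme and uninhibited-enzyme controls, plate-pattern corrected | Signal: Fluorescence read at 480 nm ex / 540 nm em | Times: 20 min reaction, room temperature, in the dark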
SKN-1 inh = suppressors of acrylamide-induced Pgst-4::GFP reporter in worms, primary screen, SKN-1 inhibitor project, whole organism, uHTS, GFP/RFP fluorescence ratio, strain VP596; C. elegans VP596 Pgst-4::GFP/RFP ratio, 24 h; inhibition, % at 21.8 µM; 360,000 tested, 0.49% active; AID 624304, 2012;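 active = interference check ratio from 0.5 to 1.5 plus GFP to RFP signal ratio inhibition reaching or exceeding a fixed threshold, cut at about 30% in these data, passing the limit was not always enough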; also: some compounds called inactive have numbers as strong as hits
LMPTP block = LMPTP phosphatase inhibitors, primary screen, biochemical, fluorescence intensity, uHTS; Low molecular weight phosphotyrosine protein phosphatase (Homo sapiens), P24666; recombinant LMPTP-A, OMFP fluorogenic substrate; inhibition, % at 20 µM; 360,000 tested, 0.22% active;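 active = compounds that cut the enzyme signal by at least half of the control window in the single-dose screen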;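 also: plate controls were DMSO wells with enzyme plus substrate for no effect and substrate without enzyme for full effect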
Target sequence (P24666 whole entry, looked up): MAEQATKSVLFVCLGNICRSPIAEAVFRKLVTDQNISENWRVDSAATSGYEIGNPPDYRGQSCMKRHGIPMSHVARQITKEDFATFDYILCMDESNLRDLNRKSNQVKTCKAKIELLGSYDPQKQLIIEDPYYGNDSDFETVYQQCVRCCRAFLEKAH
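Material: LMPTP-A; amount: 0.625 nM enzyme; doses: single 20 µM dose; times: reaction 50 min, room temperature, dark; technique: fluorescence intensity of OMFP turnover product; benchmarks: no-enzyme and uninhibited controls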
Starred values were filed as active, the others as inactive; i = inactive; x = not tested or not shown.

SMILES | Neddylation inh | Tb MetRS inh | CendR NRP1 mod | SUMO1 PPI mod | NadD inh | Scp1 inh | DNMT1 inh | STEP inh | SKN-1 inh | LMPTP block
CC1(c2ccc(Cl)cc2Cl)NC(=O)N(CC(=O)Nc2ccc3[nH]c(=O)[nH]c3c2)C1=O (stereo unspecified) | i | -0.2 | -7 | 54* | 5 | -7 | -1 | 3 | 12 | 0.1
COc1ccc(/C=C/C(=O)c2ccc(NC(=O)c3cccs3)cc2)cc1OC | i | 0.2 | -10 | -10 | 17 | -13 | -8 | 0 | 19 | 1.3
COc1cccc(CNS(=O)(=O)c2ccc3c(c2)CCN3C(=O)C2CC2)c1 | i | 0.2 | -1 | 3 | -4 | -6 | 1 | 0 | 10 | -1.3
CC1=C(C(=O)N2CCOCC2)CC(CC(=O)NC2CCCCC2)C(=O)N1Cc1ccc(C(C)(C)C)cc1 (stereo unspecified) | i | -0.4 | -14 | 3 | -2 | x | 17 | 1 | -8 | -1.8
CCOC(=O)Nc1ccc(S(=O)(=O)Nc2onc(C)c2C)cc1 | i | -0.6 | -3 | 6 | 2 | -4 | 3 | -2 | 4 | -0.3
CCOC(=O)c1c2ccc(OCC(=O)NN)cc2n2ccccc12 | x | 0.3 | 26* | -1 | -3 | -5 | -2 | -2 | -16 | 1.2
O=C(Nc1ccccc1)c1csc(-c2ccccc2)n1 | i | 0.0 | 1 | 3 | -11 | -2 | 0 | -2 | 20 | 1.2
COc1cc(S(=O)(=O)N2CCN(C(=O)c3ccco3)CC2)c(OC)cc1C | i | -1.1 | 1 | -1 | 2 | 1 | 3 | 0 | -19 | -0.6
C=CCNC(=S)Nc1c(N)n(C)c(=O)n(C)c1=O | i | 2.4 | 9 | 5 | 1 | 11 | -1 | -1 | -1 | -0.9
Cc1cccc(NC(=O)CSc2ncnc3c2oc2ccccc23)c1 | i | -0.9 | -13 | i | -4 | 4 | 30 | -1 | -4 | 0.1
O=C(CSc1ncn[nH]1)Nc1ccc([N+](=O)[O-])cc1Br | i | 0.2 | -4 | -19 | 6 | -3 | 4 | 1 | 5 | -0.2
CCOc1cc(CNc2ccc3c(c2)OCCO3)cc(Br)c1OCC | i | 0.2 | -7 | -3 | -8 | -5 | -9 | 1 | 1 | 2.6
O=C(CN(c1ccc(Cl)cc1)S(=O)(=O)c1ccccc1)N1CCN(c2ccccc2)CC1 | i | -0.3 | 10 | -1 | 4 | -5 | -3 | 0 | 20 | 3.2
COc1ccc(-c2nc(CN3CCN(c4cc(C)nc(C)c4)CC3)c(C)o2)c2ccccc12 | x | -0.6 | -4 | -9 | -1 | 8 | 2 | 0 | -4 | 17
O=C(CCNS(=O)(=O)c1ccc(Br)cc1)NCCCSc1ccccc1 | i | -0.2 | 2 | -1 | -4 | -9 | -10 | -1 | -15 | 1.0
COc1cccc(S(=O)(=O)NCC(=O)N2CCCCCC2)c1 | i | -0.3 | -3 | -3 | 0 | -6 | 1 | -3 | 6 | -2.4
COc1ccc(C)cc1N(C)C(=O)c1coc(=O)c2ccccc12 | i | -1.2 | -15 | -1 | -3 | 0 | 10 | 2 | -34 | 0.3
C=CCC(NC(=O)N(C)C)(C(=O)OC)C(C)O (stereo unspecified) | i | -0.2 | -3 | -3 | x | x | x | x | 8 | -0.7
O=C(NNc1ccccc1)C(=O)NNc1ccccc1 | i | -0.4 | 4 | -1 | -1 | 3 | 0 | -1 | 8 | -0.4
CCOc1ccc(C(=O)Nc2ccc(Cc3ccncc3)cc2)cc1Br | i | -1.0 | 6 | -4 | 10 | 5 | -15 | -1 | 5 | 4.4
Cc1ccc(NC(=O)c2cccnc2C(=O)Nc2ccc(C)cc2)cc1 | i | -0.6 | -3 | 3 | -4 | 6 | 5 | 0 | -5 | 0.9
CC1(C(=O)NS(=O)(=O)c2cccc(F)c2)CCN1C(=O)Cc1ccccc1 (stereo unspecified) | i | -0.3 | 8 | 2 | 4 | x | 5 | -3 | 20 | -2.4
CCCCOP(=O)(OCCCC)C1(C)CC(=O)CC(C)(C)C1 (stereo unspecified) | i | -0.1 | -6 | -4 | -6 | -1 | 5 | -1 | 13 | 0.6
COc1ccc(C(CNC(=O)c2oc3ccc(C)cc3c2C)N2CCCCC2)cc1 (stereo unspecified) | i | -0.9 | 11 | 1 | -4 | 2 | 5 | 1 | -4 | 0.1
CC(C)C[C@@H]1NC(=O)N(CCN2CCOCC2)C1=O | i | -1.6 | 1 | -1 | 2 | -3 | -2 | 0 | 0 | -5.3

6 compounds picked at random from those above:
SMILES | Neddylation inh | Tb MetRS inh | CendR NRP1 mod | SUMO1 PPI mod | NadD inh | Scp1 inh | DNMT1 inh | STEP inh | SKN-1 inh | LMPTP block
CCOC(=O)Nc1ccc(S(=O)(=O)Nc2onc(C)c2C)cc1 | i | -0.6 | -3 | 6 | 2 | -4 | 3 | -2 | 4 | -0.3
C=CCNC(=S)Nc1c(N)n(C)c(=O)n(C)c1=O | i | 2.4 | 9 | 5 | 1 | 11 | -1 | -1 | -1 | -0.9
Cc1cccc(NC(=O)CSc2ncnc3c2oc2ccccc23)c1 | i | -0.9 | -13 | i | -4 | 4 | 30 | -1 | -4 | 0.1
COc1cccc(S(=O)(=O)NCC(=O)N2CCCCCC2)c1 | i | -0.3 | -3 | -3 | 0 | -6 | 1 | -3 | 6 | -2.4
CCCCOP(=O)(OCCCC)C1(C)CC(=O)CC(C)(C)C1 (stereo unspecified) | i | -0.1 | -6 | -4 | -6 | -1 | 5 | -1 | 13 | 0.6
CCOC(=O)c1c2ccc(OCC(=O)NN)cc2n2ccccc12 | x | 0.3 | 26* | -1 | -3 | -5 | -2 | -2 | -16 | 1.2

Other entries follow:
SMILES | Neddylation inh | Tb MetRS inh | CendR NRP1 mod | SUMO1 PPI mod | NadD inh | Scp1 inh | DNMT1 inh | STEP inh | SKN-1 inh | LMPTP block
O=C(Cc1ccc(S(=O)(=O)N2CCOCC2)s1)NCC1CCCCC1 | i | 0.2 | -11 | 3 | -5 | 20 | 3 | 1 | 12 | 1.6
O=C(CN1CCCCCC1)Nc1cc([N+](=O)[O-])ccc1Cl | i | -0.5 | -2 | -28 | 6 | -6 | 4 | 0 | 3 | 2.6
CCOc1ccc(C(=O)NCC(=O)N2CCN(c3ccccc3O)CC2)cc1 | i | 0.9 | 15 | 2 | 2 | -8 | -2 | -1 | -8 | 0.9
C=CCn1c(SCC(=O)Nc2c(C)n(C)n(-c3ccccc3)c2=O)nnc1-c1ccncc1 | i | -0.2 | -3 | 6 | 3 | x | -2 | -1 | 20 | -1.2
CC1Sc2ccc(C(=O)OCc3ccccc3Cl)cc2NC1=O (stereo unspecified) | i | -0.3 | -7 | 2 | 2 | -4 | -3 | -4 | 7 | 2.8
CC(C)c1ccc(CN2CCC(Oc3ccc(C(=O)N4CCCC4)cc3)CC2)cc1 | i | 0.4 | 1 | 2 | 0 | -2 | 0 | -1 | 14 | -0.1
O=C(NC(=S)N1CCOCC1)C12CCC3CC(CC(C3)C1)C2 | i | -1.2 | 0 | -2 | 2 | 1 | 7 | 2 | -1 | 0.0
COc1ccc(C(=O)Nc2c(N)nc(SCC(=O)NCC3CCCO3)[nH]c2=O)cc1 (stereo unspecified) | i | -0.2 | 4 | -6 | -1 | 3 | 1 | 0 | 0 | -0.5
CC1CN(C(=O)CN2C(=O)NC3(CCCC3)C2=O)C(=Nc2cccc(S(=O)(=O)N(C)C)c2)S1 (stereo unspecified) | i | -0.3 | 19 | -3 | 1 | -1 | 0 | 0 | -6 | -1.1
COC(=O)c1ccc2nc(-c3ccc4c(c3)OCO4)cn2c1 | i | -0.3 | 4 | 0 | 3 | -4 | -2 | -2 | 5 | -1.4
Cc1onc(-c2ccccc2)c1-c1nnc(COC(=O)c2ccc(F)cc2)o1 | i | -0.2 | -3 | 7 | -2 | x | 2 | 0 | 2 | 0.9
COc1ccc(CN2CCN(C(C)C(=O)NC(C)c3ccc(F)cc3)CC2)cc1F (stereo unspecified) | i | -0.2 | -7 | -3 | 4 | -6 | 0 | -2 | 17 | 0.6
CCc1ccc(C(=O)NNc2ccc(F)cc2F)cc1 | i | -0.3 | -14 | -3 | -2 | -4 | 2 | -3 | -6 | 0.6
O=C(NC1CCCCC1)C(c1ccc2ncccc2c1)N(Cc1ccco1)C(=O)c1ccc2c(c1)OCCO2 (stereo unspecified) | i | -0.9 | 3 | 2 | 1 | -5 | 0 | 1 | -3 | 1.4
COc1ccc(CNC(=O)/C=C/c2ccc(OCCCF)cc2)cc1 | i | -1.4 | -6 | -5 | -1 | -8 | -4 | -5 | -7 | -0.2
C[C@H](NC(=O)c1ccccc1)C(=O)Nc1nc(-c2ccccn2)cs1 | i | -0.5 | -5 | 1 | -4 | -5 | 2 | 7 | -23 | -0.3
CCN1CCC(=NNC(=O)c2ccc(C)c([N+](=O)[O-])c2)CC1 | i | 0.0 | 1 | -10 | -8 | -11 | -3 | 0 | -10 | 0.5
COc1ccc(Cl)cc1NC(=O)CN(C)C(=O)Cn1cnnn1 | i | -0.2 | -7 | -3 | 0 | -8 | 6 | 0 | 7 | -2.5
CCCC(=O)Nc1c(-c2ccccc2OC)c(=O)c2ccccc2n1C | i | -0.9 | -6 | 5 | -5 | -11 | 5 | 1 | 6 | -0.4
C[C@@H](C(=O)O)[C@H]1C[C@]1(C)[C@H](NC(=O)OCc1ccccc1)c1ccccc1 | i | -0.2 | 0 | 3 | -2 | -4 | -1 | -5 | 0 | -1.3
O=C(c1ccc2nc[nH]c2c1)N1CCN(c2cccc(C(F)(F)F)c2)CC1 | i | -0.5 | -2 | 1 | 1 | -2 | -1 | -3 | -8 | -0.7
CCN1CCSc2ccc(C(=O)NCc3ccccc3F)cc21 | i | -1.1 | -5 | 1 | -2 | -1 | 2 | 0 | -4 | -1.0
COc1ccccc1NC(=O)c1cc[n+]([O-])cc1 | i | -0.1 | 2 | -3 | -5 | 6 | 1 | 0 | 11 | -1.0
